Screening results deposited in PubChem by National Center for Advancing Translational Sciences (NCATS).
p53 reactivation = restores transcriptional activity of mutant p53; AID 504706; 320,000 tested, 0.063% active; H1299 p53-A138V BP100-luciferase reporter, luminescence, 24 h; Potency, µM (top dose mostly 92.2 µM), for inactives: at the highest dose activity change, positive = activation, usual class: activators; further: potency means the concentration at half of the fitted maximal effect; % of control where 0% means no effect; nearly all actives have a fitted effect of over 45% in size
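H1299 (p53-null), stable ts p53-A138V + BP100-Luc; 1000 cells/well, Opti-MEM/10% FBS; cpd 4 pt, 1:5; 24 h, 37 deg C, 5% CO2; detection reagent 10 min RT; luminescence.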
RORg inh = ROR gamma (mouse) transcription inhibition | Potency, µM (doses to about 53.6 µM), for the others: at the highest dose activity change, negative = inhibition, actives largely listed as inhibitors | Drosophila S2 Gal4-RORgamma UAS-luciferase reporter, 20 h | P51450 | 310,000 tested, 5.4% active; further: potency means the concentration at half of the fitted maximal effect; on the % scale 0 is the no-effect control and ±100 the full control effect; nearly all actives have a fitted effect of over 60% in size
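Compounds are pin-transferred onto Drosophila Schneider cells expressing a copper-inducible Gal4–ROR gamma transactivation domain fusion. After 1 hr, copper sulfate is added to 700 uM final; luciferase is read 20 hr later.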
FLuc counter = inhibits or activates purified firefly luciferase, miR-21 counter-screen; AID 588342; Potency, µM (highest dose often 57.5 µM), for the others: at the highest dose activity change, negative = inhibition, actives largely listed as inhibitors; purified FLuc, Km substrates, luminescence inhibition; 360,000 tested, 6.9% active; P08659;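 further: potency means the concentration at half of the fitted maximal effect; plate controls were vehicle for no effect and reference inhibitor for full effect; nearly all actives have a fitted effect of over 55% in size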
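Purified P. pyralis luciferase, 10 nM final, with Km-level 10 uM D-luciferin and 10 uM ATP in 50 mM Tris acetate pH 7.5, 10 mM Mg acetate, 0.01% Tween-20, 0.05% BSA; 6-point qHTS titration about 60 µM downward; luminescence read.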
NPC1 prom act = activates the NPC1 promoter; Huh7 NPC1 promoter luciferase reporter, 24 h; Potency, µM (highest dose often 9.22 µM), for the others: top-dose activation, hits mostly activators; 320,000 tested, 2.4% active; AID 485313;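 further: potency means the concentration at half of the fitted maximal effect; % of control where 0% means no effect; nearly all actives have a fitted effect of over 60% in size; reporter is driven by a mutant NPC1 promoter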
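Huh7 cells stably carrying NPC1 promoter–luciferase, plated in Opti-MEM with 10% FBS for 2 h, were exposed to compound in DMSO for 24 h at 37 °C; luciferase reagent was added for 10 min and luminescence read.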
TRPV1 agonist = agonists of human vanilloid receptor 1 (TRPV1); Q8NER1; TRPV1-expressing cells, Fluo-8 calcium influx, agonist mode; activation, % at 8.33 µM; 320,000 tested, 0.19% active; AID 540275; in the data active means activation above about 80%; inconclusive means between about 30% and that limit; further: 0% is about no effect
Target sequence (Q8NER1 whole entry, looked up): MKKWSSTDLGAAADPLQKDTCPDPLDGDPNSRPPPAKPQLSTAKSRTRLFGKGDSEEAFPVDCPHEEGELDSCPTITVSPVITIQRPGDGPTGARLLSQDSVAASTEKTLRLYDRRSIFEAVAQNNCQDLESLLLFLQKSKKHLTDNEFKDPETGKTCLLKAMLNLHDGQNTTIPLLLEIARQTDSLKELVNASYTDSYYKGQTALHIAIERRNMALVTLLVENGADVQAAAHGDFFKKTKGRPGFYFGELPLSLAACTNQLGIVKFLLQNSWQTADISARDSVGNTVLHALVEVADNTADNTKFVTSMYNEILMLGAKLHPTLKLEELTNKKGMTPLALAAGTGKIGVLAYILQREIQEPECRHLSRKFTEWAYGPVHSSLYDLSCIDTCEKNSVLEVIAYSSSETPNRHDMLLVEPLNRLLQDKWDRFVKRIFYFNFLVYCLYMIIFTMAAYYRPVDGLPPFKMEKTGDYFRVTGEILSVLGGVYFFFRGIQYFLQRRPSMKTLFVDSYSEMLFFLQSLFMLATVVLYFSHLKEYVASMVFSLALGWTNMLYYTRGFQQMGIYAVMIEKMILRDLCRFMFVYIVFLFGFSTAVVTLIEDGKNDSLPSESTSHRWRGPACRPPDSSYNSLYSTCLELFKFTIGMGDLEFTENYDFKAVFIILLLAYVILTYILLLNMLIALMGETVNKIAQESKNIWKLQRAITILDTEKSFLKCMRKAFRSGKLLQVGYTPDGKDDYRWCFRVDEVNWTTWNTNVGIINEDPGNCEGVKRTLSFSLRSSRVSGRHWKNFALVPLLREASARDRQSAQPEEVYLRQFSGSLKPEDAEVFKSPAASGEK
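Cells expressing TRPV1 were dye-loaded with Fluo-8 and read kinetically: 10 s baseline, 3 min after compound (agonist portion), then 2 min after EC20 capsaicin (allosteric enhancer portion). Calcium-bound dye fluorescence at 480/520 nm.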
ELG1 DNA repair = inhibitors of ELG1-dependent DNA repair in HEK293T cells | AID 504467 | HEK293T ELG1-luciferase reporter, luminescence, 16 h; DNA damage induced by 5-fluorouridine | Potency, µM (highest dose often 46.1 µM), for the others: at the top dose activity change, negative = inhibition, hits mostly inhibitors | 330,000 tested, 2.3% active; further: potency means the concentration at half of the fitted maximal effect; on the % scale 0 is the no-effect control and ±100 the full control effect; nearly all actives have a fitted effect of over 55% in size
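DMSO vehicle served as the neutral condition. Each well held 2,000 cells given 5-fluorouridine plus compound; after 16 hr at 37 °C/5% CO2, ONE-Glo was added and luciferase measured 30 min later.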
ELG1 genotox = inducers of genotoxicity in HEK293T ELG1-luciferase cells; Potency, µM (highest dose often 46 µM), without a hit: at the top dose activity change, positive = activation, most hits filed as activators; HEK293T ELG1-luciferase reporter, luminescence, 16 h; 330,000 tested, 1.3% active; further: potency means the concentration at half of the fitted maximal effect; % of control where 0% means no effect; nearly all actives have a fitted effect of over 60% in size
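Quantitative HTS format in 1536-well plates. HEK293T ELG1-luciferase reporter cells receive test compound and are incubated 16 hr at 37 °C, 5% CO2; ONE-Glo added, 30 min room temperature, then luminescence read.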
Rab9 promoter act = activators of Rab9 promoter; Huh7 Rab9 promoter-luciferase reporter, luminescence, 24 h; Potency, µM (top dose mostly 9.22 µM), without a hit: at the top dose activation, negative = inhibition, most hits filed as activators; 320,000 tested, 2.8% active; further: potency means the concentration at half of the fitted maximal effect; % of control where 0% means no effect; nearly all actives have a fitted effect of over 60% in size
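Huh7 cells stably carrying a Rab9 promoter-luciferase reporter, 1500 cells per well in OP-MEM I with 10% FBS, treated with compound 24 hours at 37C. Luciferase activity read by luminescence after 10 minutes with Amplite reagent.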
BRCA1 expr up = increases BRCA1 expression; MCF7-BRCA1-FFLuc reporter, luminescence, 48 h; response scale: scaled: vehicle 0%, 10 µM genistein 100%; Potency, µM (highest dose often 46.1 µM), without a hit: top-dose activation, usual class: activators; 380,000 tested, 1.1% active; AID 624202; further: potency means the concentration at half of the fitted maximal effect; nearly all actives have a fitted effect of over 80% in size; some results filed as inactive show a strong effect at the top dose
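Luminescence from a BRCA1-driven firefly luciferase in MCF7 cells was read after 48 h compound exposure at 37 C. Data normalized against DMSO and a 10microM genistein activation control, then curve-fitted across the titration.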
Tb PFK block = T. brucei PFK enzyme inhibition. T. brucei PFK, ADP-Glo luminescence. Potency, µM (highest dose often 57.5 µM), for the others: at the top dose activity, negative = inhibition, usual class: inhibitors. 330,000 tested, 0.17% active;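 further: potency means the concentration at half of the fitted maximal effect; 0% = uninhibited 1x PFK enzyme wells and -100% = no-enzyme wells; nearly all actives have a fitted effect of over 60% in size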
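In TEA buffer at pH 8.0 with 5 mM MgCl2, enzyme (1.25 nM) converted F6P (0.5 mM) and ATP (0.1 mM) for 45 min at room temperature. ADP product was read by luciferase luminescence.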
Gal4-VP16 FLuc = Gal4-VP16 reporter inhibition counter-screen. Drosophila S2 Gal4-VP16 UAS-luciferase, luminescence, 20 h. Potency, µM (doses to about 53.6 µM), for inactives: top-dose activity, negative = inhibition, hits mostly inhibitors. 310,000 tested, 3.5% active;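 further: Gal4-VP16 expression switched on by copper sulfate through the metallothionein promoter; potency means the concentration at half of the fitted maximal effect; on the % scale 0 is the no-effect control and ±100 the full control effect; nearly all actives have a fitted effect of over 50% in size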
* hit, by the source's call; ? = inconclusive; · = no result given; [ ] = another dose, or the depositor's remark. Unless noted, the call rests on the fitted dose curve; in most records, active means well fitted curve in the direction sought with a large enough effect; inconclusive means small, poorly fitted or top-dose-only effect, or another doubt; inactive means no such curve, though single readings can be large; an effect the other way counts as inactive or inconclusive.

SMILES	p53 reactivation	RORg inh	FLuc counter	NPC1 prom act	TRPV1 agonist	ELG1 DNA repair	ELG1 genotox	Rab9 promoter act	BRCA1 expr up	Tb PFK block	Gal4-VP16 FLuc
CN(CC(=O)N(C)CC(=O)Nc1c(Cl)cccc1Cl)Cc1ccccc1F	-3%	·	·	·	·	?	2%	·	-10%	4%	·
O=C(OCc1c(-c2ccccc2)ncc2ccccc12)c1cccs1	-1%	·	·	·	·	?	-8%	·	1%	1%	·
Cc1ccccc1-n1ccnc1SCC(=O)O	2%	-3%	-2%	5%	3	5%	1%	0%	13%	2%	0%
O=C(CN1N=C(C(F)(F)F)CC1(O)c1ccc([N+](=O)[O-])cc1)c1ccccc1 (centres undefined)	-2%	12%	-1%	-4%	-1	2%	-1%	-1%	-1%	4%	-2%
COc1ccc(OC)c2c1cc(C(=O)N[C@H](C(=O)N1CCC[C@H]1C(=O)O)C(C)C)n2C	8%	-5%	-1%	0%	-3	8%	-2%	2%	8%	0%	-4%
CC(/C=N/NC(=O)Cn1cnc2ccccc21)=C\c1ccccc1	-5%	?	?	-4%	-1	-19%	-3%	-8%	2%	-1%	-12%
N#Cc1c2ccc(OCC(=O)NCc3ccco3)cc2n2ccccc12	1%	-3%	-1%	-12%	-1	-3%	0%	2%[1.84 µM]	-24%	0%	5%
O=C(NCCc1ccccc1)c1ccc(-c2ccc(F)cc2)o1	1%	11%	21µM*	-6%	?	12%	0%	1%	21%	0%	1%[10 µM]
CCc1noc(C)c1C(=O)N1CCN(S(=O)(=O)c2ccc(Cl)cc2)CC1	-1%	·	-2%	0%	0	0%	2%	1%	-6%	-4%	·
COCCNc1nc(-c2cc(C)n(CCc3ccc(OC)cc3)c2C)cs1	-4%	-8%	-14%	1%	1	?	-13%	0%	-24%	-6%	0%
CCn1c(Cc2cccs2)nnc1SCC(=O)NC(C)(C)C	-1%	0%	1%	-1%	0	1%	-1%	-9%	13%	6%	-5%
O=C(CSc1nncn1-c1ccccc1F)NC1CC1	?	·	·	·	·	?	16%	·	3%	0%	·
O=C(Nc1ccc2c(c1)N(Cc1ccccc1)C(=O)c1ccccc1S2)NC1CC1	-6%	?	2%	1%	?	-12%	-8%	-5%	-13%	9%	?
O=C(C1=C[C@@H](C2CC2)C[C@@H](OCc2ccc(CO)cc2)O1)N1CCOCC1	5%	?	-1%	1%	-1	22%	4%	0%	17%	1%	-1%
Cc1ccccc1CSc1nc2ccccc2c(=O)n1C	-1%	·	?	-6%	13	5%	-1%	0%	-36%	0%	·
COc1ccc(N2CCN(C(=O)CN3CCN(C(c4ccccc4)c4ccccc4)CC3)CC2)cc1	6%	22%	3%	-1%	-1	-14%	-4%	-5%	-48%	6%	3%
CCC1(C)NC(C(=O)O)Cc2c1[nH]c1ccccc21 (centres undefined)	·	-14%	0%	0%	1	0%	-10%	0%	-1%	1%	-17%
COc1ccc(OC(=O)c2cccc([N+](=O)[O-])c2)c(C(=O)/C=C/c2cccs2)c1	12%	-24%	-7%	11%	-3	?	?	0%	6%	0%	15%
CCC(=O)NC(=S)Nc1ccccc1F	1%	13µM*	2%	-5%	-1	6%	1%	-3%	8%	-2%	?
O=C(Nc1ccccc1)C1=C[C@H](C2CCCCC2)C[C@H](OCc2ccc(CO)cc2)O1	14%	38%	-19%	-8%	4	-2%	15%	1%	-9%	-2%	-16%
O=C(Cn1ncc2c3ccccc3n(Cc3ccc(F)cc3)c2c1=O)N1CCN(c2ncccn2)CC1	1%	-7%	4%	2%	1	?	-11%	-6%	-64%	1%	-6%
C/C(N)=C(/C#N)C(=O)CSc1cc(C)c2cc(C)cc(C)c2n1	0%	-15%	-2%	-2%	20	-1%	2%	0%	-21%	0%	-16%[10 µM]
O=C(NCc1ccco1)c1ccc(CS(=O)Cc2cccc(Cl)c2)o1 (centres undefined)	-3%	3%	0%	1%	0	9%	0%	6%	1%	-3%	1%
Cc1ccc(S(=O)(=O)NCCN2CCOCC2)cc1	-1%	1%	0%	0%	0	-16%	-3%	-1%	-9%	-4%	-1%
CCOc1ccc(NS(=O)(=O)c2ccc3[nH]c(=O)[nH]c3c2)cc1	-11%	-3%	-10%	5%	4	-19%	-1%	0%	-19%	-2%	?
O=C(CSc1nccn(-c2ccc3c(c2)OCCO3)c1=O)Nc1ccccc1	1%	·	?	6%	3	13%	27%	2%	69%	-10%	·
CC(C)C(c1nnnn1C(C)(C)C)N1CCOCC1 (centres undefined)	-2%	2%	2%	1%	2	3%	1%	0%	2%	0%	4%
Cc1ccc(C(=O)N/N=C/c2cccc(OC(=O)/C=C/c3ccco3)c2)cn1	18%	-26%	12µM*	2%	7	14%	9%	-1%	1%	?	20%
COc1ccccc1N1CCN(C(=O)C(=O)N/N=C/c2cccc(O)c2)CC1	-12%	34%	1%	-1%	-5	0%	0%	1%	-6%	18%	-16%
CN1CN(C)c2ccc([N+](=O)[O-])c3cccc1c23	-1%	-27%	-7%	3%	4	?	-9%	10%	-6%	0%	-2%
CN(C(=O)COC(=O)c1ccc2c(=O)n3c(nc2c1)CCC3)C1CCS(=O)(=O)C1 (centres undefined)	14%	12%	4%	-5%	0	?	4%	3%	10%	0%	-3%[10 µM]
O=C(NCc1cccs1)c1csc2c1CCCCC2	-3%	21%	-19%	11%	27	18%	2%	7%	63%	1%	12%
O=C1N[C@H]2CC=C[C@H]2N(Cc2cccs2)c2ccccc21	6%	·	·	·	·	1%	5%	·	-1%	0%	·
Cc1cc(C(=O)OC(C)C(=O)NC2CCCCC2)c(C)o1 (centres undefined)	7%	·	-1%	1%	7	10%	-2%	-4%	-21%	-10%	·
O=C(CCCc1c[nH]c2ccccc12)NCc1ccccc1C(F)(F)F	7%	2%	2%	-9%	?	-11%	-5%	2%	-16%	-4%	8%
COc1ccc(CNc2oc(Cc3cccc4ccccc34)nc2C#N)cc1	-4%	14%[10 µM]	-2%	10%	?	?	-13%	-7%	-48%	1%	-1%
COc1ccc(C)cc1C(=O)C1CC(C(=O)O)C(C)(C)C1C (centres undefined)	-5%	1%	4%	-2%	-3	5%	1%	3%	-1%	0%	0%
COc1ccc(/C=C2\SC(=S)N(c3cccnc3)C2=O)cc1	7%	15%	6%	3%	2	1%	4%	3%	9%	0%	-5%
CCOC(=O)C1=C(COC(=O)CCc2ccccc2)NC(=O)NC1C (centres undefined)	2%	·	5%	0%	7	27%	0%	-12%	0%	-2%	·
Cc1c(C(=O)Nc2ccc(F)cc2)oc2ccc(S(=O)(=O)N3CCCC3)cc12	-4%	?	-1%	0%	?	?	-8%	-11%	-1%	1%	-6%
Cc1cccc(S(=O)Cc2ccc(C(=O)NC3CCN(Cc4ccccc4)CC3)o2)c1 (centres undefined)	-1%	-13%	-2%	-1%	2	-11%	-6%	-2%	-11%	3%	1%
O=C(NCc1cccc(F)c1)c1noc2c1CCCC2	3%	?	-16%	13%	-3	14%	?	17%	0%	-5%	?
COc1ccc(N2CCN(c3ccc(NC(=O)C4CCCCC4)cc3C#N)CC2)cc1	-4%	-13%	6%	-1%	7	1%	0%	-4%	-6%	0%	1%
Cc1cc(C(=O)N2CCCC(C(=O)c3ccc4ccccc4c3)C2)nn1C (centres undefined)	-3%	2%	3%	-3%	10	9%	-1%	0%	-16%	0%	3%
COC(=O)/C(C#N)=C1/C=Cc2ccccc2N1	18%	1%	?	24%	4	?	8%	?	?	-3%	12%
CC(C)CCC(=O)N1CCC(N2CCC(C(=O)NCc3ccccn3)CC2)CC1	1%	-9%	0%	-4%	-1	15%	0%	-3%	-18%	4%	0%
CN(C(=O)c1ccc(NC(=O)Cc2cccc(NC(=O)C3CCN(C(=O)C4CC4)CC3)c2)cc1)C1CCCC1	0%	·	-4%	1%	2	14%	-1%	1%	9%	6%	·
CCN(CC)S(=O)(=O)c1ccc(N2CCOCC2)c(NC(=O)COc2ccc(Cl)cc2)c1	3%	23%	?	-2%	4	-2%	-1%	0%	12%	5%	-7%
CC1CN(C(=O)CCC(=O)NC2CCCCC2)c2ccccc2S1 (centres undefined)	·	2%	4%	0%	11	11%	3%	12%	-3%	6%	0%
